MC4R ag barr = MC4R agonists recruiting beta-arrestin, primary screen, cell-based, luminescence, agonist arm of biased-ligand search. activation, % at 8.9 µM. AID 540308, 2011. Melanocortin receptor 4 (Homo sapiens), P32245. U2OS MC4R beta-arrestin complementation; percent of melanotan II response, DMSO zero. 0.98% of 360,000 active;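 active = activation above a per-plate cutoff, the mean activation of sample wells on that plate plus 3 SD, cut at about 8% in these data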
ABHD5-PLIN5 inh = ABHD5-PLIN5 interaction inhibitors, primary screen, cell lysate, split luciferase complementation, luminescence. inhibition, % at 4 µM. Split G. princeps luciferase complementation, 4 h. Perilipin-5 (Homo sapiens) + 1-acylglycerol-3-phosphate O-acyltransferase ABHD5 (Homo …. 0.78% of 360,000 active;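 active = inhibition above the mean inhibition across every tested compound plus 3 SD, cut at about 22% in these data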;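 note: 0% = DMSO only wells and the 100% control is not disclosed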
m5-HT2A agonist = mouse Htr2a agonists via beta-arrestin recruitment, primary screen, cell-based, luminescence; 5-hydroxytryptamine receptor 2A (Mus musculus), P35363; activation, % at 7.6 µM; 0.66% of 360,000 active; CHO-K1 mHTR2A beta-arrestin complementation; percent of 30 µM serotonin response; AID 624169, 2012;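 active = activation above a run cutoff, the mean activation of all tested compounds plus 3 SD, cut at about 14% in these data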;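 note: 0% = plate median of compound wells and 100% = 30 µM serotonin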
Exocytosis inh = LAMP-1 surface exposure blockers, TALL-104 cells – cell-based, flow cytometry, MLPCN library, primary screen; TALL-104 LAMP-1 surface exposure; cells stimulated with thapsigargin and PMA; inhibition, % at 10 µM; 0.66% of 360,000 active; AID 651702, 2012;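 active = inhibition above about 55%, limit read from the data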
hiPSC survival = enhancers of single-cell hiPSC survival, primary screen, ATPlite luminescence; AID 602274, 2012; survival enhancement, % at 20 µM; 0.044% of 360,000 active; 100% = ROCK inhibitor wells, 0% = DMSO; in the data active = survival enhancement above about 18%;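 note: cells exposed to compounds for 16 hours before the ATP read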
MC4R antag cAMP = MC4R antagonists of cAMP signaling, primary screen, cell-based, TR-FRET, antagonist arm of biased-ligand search; Melanocortin receptor 4 (Homo sapiens), P32245; MC4R-expressing cells, MTII-stimulated cAMP, LANCE TR-FRET; inhibition, % at 6.5 µM; 0.48% of 360,000 active; AID 540295, 2011;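 active = inhibition above its plate's cutoff, the mean of tested wells on that plate plus 3 SD, cut at about 29% in these data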;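 note: 0% = Melanotan II alone and 100% = Melanotan II plus saturating MCL0020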
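Material: U2OS-MC4R stable cell line | Reagent: Melanotan II challenge after compound preincubation | Doses: One concentration, 6.5 µM nominal | Incubation: 30-min compound preincubation, 1-h Melanotan II challenge, 1-h detection, room temperature | Signal: TR-FRET cAMP assay | Replicates: One well per compound, no replicates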
aDG glyco up = activators of alpha-DG glycosylation, primary screen, uHTS, Pro5-aDG cells, AlphaScreen; alpha-DG glycosylation AlphaScreen (IIH6); 0% Pro5, 100% B10-LARGE cell signal; activation, % at 10 µM; 0.22% of 360,000 active; AID 624168, 2012;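 active = activation of at least 8% versus controls, or a plate z-score of at least 8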;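 note: Pro5 are CHO cells carrying HIG-tagged alpha-DG that lacks glycosylation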
ABCB6 inh 2 = ABCB6 transporter inhibitors, primary screen, K562-ABCB6 cells, flow cytometry, MLPCN library | AID 602162, 2011 | K562-ABCB6 porphyrin accumulation, 1 h; hits give low values | fluorescence ratio to DMSO, % at 10 µM | 0.19% of 360,000 active | ATP-binding cassette sub-family B member 6 (Homo sapiens), Q9NP58;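 active = fluorescence ratio to DMSO below 75%, the collection mean minus 3 SD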;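 note: signal is porphyrin accumulated inside mitochondria; 100% equals median channel fluorescence of DMSO control wells; lower ratio means ABCB6 inhibition with less porphyrin fluorescence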
Target sequence (Q9NP58 whole entry, looked up): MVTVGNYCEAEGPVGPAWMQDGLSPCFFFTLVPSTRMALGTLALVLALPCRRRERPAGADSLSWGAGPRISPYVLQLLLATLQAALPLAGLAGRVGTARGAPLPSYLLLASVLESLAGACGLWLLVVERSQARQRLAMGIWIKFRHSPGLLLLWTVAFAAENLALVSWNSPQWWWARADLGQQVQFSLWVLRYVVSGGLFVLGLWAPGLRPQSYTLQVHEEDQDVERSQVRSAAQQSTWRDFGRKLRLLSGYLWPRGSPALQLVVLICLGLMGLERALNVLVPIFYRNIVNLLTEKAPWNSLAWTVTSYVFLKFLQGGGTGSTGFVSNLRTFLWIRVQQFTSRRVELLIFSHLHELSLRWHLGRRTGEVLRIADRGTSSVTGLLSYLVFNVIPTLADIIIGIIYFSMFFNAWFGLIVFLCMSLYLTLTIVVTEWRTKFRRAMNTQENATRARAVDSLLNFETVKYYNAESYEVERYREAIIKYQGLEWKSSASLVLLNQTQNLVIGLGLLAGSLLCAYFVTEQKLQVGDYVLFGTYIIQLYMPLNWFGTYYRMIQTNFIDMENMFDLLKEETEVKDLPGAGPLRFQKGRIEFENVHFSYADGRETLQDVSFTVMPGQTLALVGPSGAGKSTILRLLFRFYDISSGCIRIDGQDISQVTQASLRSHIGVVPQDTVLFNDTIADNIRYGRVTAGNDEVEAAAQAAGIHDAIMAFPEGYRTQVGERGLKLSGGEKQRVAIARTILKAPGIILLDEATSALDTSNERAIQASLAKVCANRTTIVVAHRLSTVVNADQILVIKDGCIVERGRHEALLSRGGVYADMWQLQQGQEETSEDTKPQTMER
Cardio protect = cardioprotection against H2O2-induced cell death, primary screen, uHTS, H9c2 cells, ATPLite luminescence. H9c2 cardiomyocytes, H2O2 injury protection, 2 h. protection from H2O2 cell death, % at 20 µM. 0.63% of 360,000 active. AID 588492, 2011;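 active = compounds giving at least 50% protection of heart cells from peroxide-induced death in the single-dose screen, raw or plate-pattern-corrected value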;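 note: 0% = DMSO wells with peroxide and 100% = DMSO wells without peroxide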
N-glyco inh = increase of ERlucT glycosylation luciferase signal, primary screen, N-linked glycosylation inhibitor project, D54 ERlucT cells, luminescence, set 2; D54 ERlucT glycosylation luciferase reporter, 24 h; percent of 100 nM tunicamycin response; reporter increase, % at 12.5 µM; 0.23% of 360,000 active;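 active = mean luciferase reporter signal, scaled so untreated is 0 and the glycosylation-blocking control 100, at or above a set limit in every replicate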;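 note: luciferase carries N-glycosylation sites so blocking glycosylation raises the light; 0% = median of neutral control wells and 100% = median of 100 nM tunicamycin wells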
An asterisk follows results filed as active; / = not tested or not shown.

#1 Cc1ccc(S(=O)(=O)N2CCCC2)cc1S(=O)(=O)N1CCCC1
#2 CNC(=S)N(Cc1cccs1)Cc1cc2cc(OC)ccc2[nH]c1=O
#3 COCCCNC(=O)CNC(=S)N(Cc1ccccc1F)C1CCCCC1
#4 O=C(CSc1nc(Cc2ccccc2)nc2ccccc12)Nc1nc2c(s1)CCCC2
#5 O=C(N/N=C/c1ccc(-c2ccccc2Cl)o1)c1ccccc1
#6 CC(C)CCOc1ncnc2c1sc1nc3c(cc12)CSC(C)(C)C3
#7 Cc1cccn2c(=O)c3cc(C(=O)NCCc4ccccc4)c(=N)n(Cc4ccco4)c3nc12
#8 COc1ccc(CN2CCN(Cc3ccccc3)C(CCO)C2)cc1OC (stereo not drawn)

Screen / compound no.	1	2	3	4	5	6	7	8
MC4R ag barr	-2.4	-1.2	-1.9	0.0	-2.6	-2.5	-0.3	0.4
ABHD5-PLIN5 inh	-5	-3	-1	-11	-10	4	26*	1
m5-HT2A agonist	4	6	3	-5	-6	4	-5	-5
Exocytosis inh	-2	-2	1	-1	3	5	78*	-2
hiPSC survival	1.2	0.3	-1.0	0.7	0.0	6.3	-0.2	-0.7
MC4R antag cAMP	3	6	7	8	-2	9	-38	11
aDG glyco up	0.0	0.1	-0.1	-0.2	0.4	1.1	0.9	0.6
ABCB6 inh 2	93	95	99	101	93	92	100	96
Cardio protect	-4	2	7	-8	2	-23	11	-4
N-glyco inh	1	2	2	-2	2	-1	6	-2

#9 COc1ccc([N+](=O)[O-])cc1NC(=O)c1ccc(CN(c2ccc(C)c(C)c2)S(C)(=O)=O)cc1
#10 COc1ccccc1-c1c(C)oc2c(CN3CCCCC3C)c(O)ccc2c1=O (stereo not drawn)
#11 CCCCCC(=O)N1C[C@H](n2cc(COC(=O)c3ccccc3)nn2)[C@@H](O)C[C@@H]1c1ccc(Cl)cc1
#12 CC(C)C1Oc2cc3oc(=O)ccc3cc2C1=O (stereo not drawn)
#13 COc1ccc(NC(=O)CSc2nncn2C)cc1
#14 COc1cccc(NC(=O)CN(C)C(=O)c2cc3c(s2)CCCCC3)c1
#15 Cc1ccc(S(=O)(=O)Nc2ccccc2)cc1[N+](=O)[O-]
#16 OCCCNc1ncnc2c1ncn2[C@H]1CN(Cc2cccs2)C[C@@H](CO)O1

Screen / compound no.	9	10	11	12	13	14	15	16
MC4R ag barr	-2.5	-0.1	0.8	0.3	-2.1	2.7	1.3	1.5
ABHD5-PLIN5 inh	11	10	-4	10	5	-5	-2	11
m5-HT2A agonist	-5	2	3	4	-2	-4	-4	3
Exocytosis inh	-2	-8	15	0	-3	-1	-1	19
hiPSC survival	0.1	0.3	2.6	-0.9	0.3	-0.1	0.8	0.5
MC4R antag cAMP	5	3	4	1	6	0	9	8
aDG glyco up	-0.3	-0.1	0.1	-0.5	0.0	-0.1	0.2	0.0
ABCB6 inh 2	102	101	98	96	95	96	99	103
Cardio protect	3	4	-11	3	2	-16	-10	3
N-glyco inh	-4	0	-2	-1	0	2	1	3

#17 Nn1c(SCc2ccc(Br)cc2)nnc1-c1ccncc1
#18 COc1cc2c(cc1OC)C(c1cc3ccccc3oc1=O)=NC(C)(C)C2
#19 Cc1ccc(CC(CC(=O)NCCc2ccc3c(c2)OCO3)C(=O)O)cc1 (stereo not drawn)
#20 CSc1ccc(C(=O)Nc2cc(S(=O)(=O)N3CCOCC3)ccc2N2CCOCC2)cc1[N+](=O)[O-]
#21 COCCNC(=O)C1CCCN(C(=O)c2ccc3c(c2)C(C)(C)CCC3(C)C)CC1 (stereo not drawn)
#22 Cc1cc(C)cc(-n2nnnc2SCC(=O)N2CCOCC2)c1
#23 CCO[C@@H]1OC(C(N)=O)=C[C@H](c2ccc(Br)cc2)[C@H]1CCCO
#24 COc1ccc(-c2cc(C(F)(F)F)n3nc(C(=O)Nc4c(C)n(C)n(-c5ccccc5)c4=O)cc3n2)cc1

Screen / compound no.	17	18	19	20	21	22	23	24
MC4R ag barr	-2.6	5.1	-2.3	-1.3	2.2	-0.8	-0.7	-2.1
ABHD5-PLIN5 inh	-1	4	2	4	2	0	-6	1
m5-HT2A agonist	-1	-3	8	-2	2	5	3	-1
Exocytosis inh	-2	12	8	-3	9	-2	-6	0
hiPSC survival	2.1	7.0	-0.2	0.6	0.2	-1.8	-0.6	0.2
MC4R antag cAMP	4	-7	-1	12	-1	1	0	0
aDG glyco up	0.8	-0.1	-0.2	-0.3	0.2	-0.1	0.3	0.6
ABCB6 inh 2	101	90	94	101	100	99	101	100
Cardio protect	5	2	8	6	5	10	6	-2
N-glyco inh	8	-1	1	-1	-3	-1	2	-4

#25 CC(C(=O)NC1CCCC1)N(c1ccc(Oc2ccccc2)cc1)S(C)(=O)=O (stereo not drawn)
#26 CC(=O)Nc1ccc(C(=O)N2CCCC2)cc1
#27 COc1cccc(Nc2nnc(SCC3CCCCO3)s2)c1 (stereo not drawn)
#28 Cc1ccc(C(=O)NCCN(C)C)c(C)c1
#29 CCC(C)OC(=O)c1cc(C)nc2c(Br)cc(Br)cc12 (stereo not drawn)
#30 Cc1cc2nc(NC(=O)C3(C)CCCN(C(C)C)C3)[nH]c2cc1C (stereo not drawn)
#31 CCCCCC(=O)OC(CN1CCCCC1)CN1CCCC1=O (stereo not drawn)
#32 CC(=O)c1cc(CN2CCN(CCc3ccccc3)C(CCO)C2)cs1 (stereo not drawn)

Screen / compound no.	25	26	27	28	29	30	31	32
MC4R ag barr	2.4	-0.1	-2.2	-2.0	-1.7	-2.1	-1.0	-2.4
ABHD5-PLIN5 inh	2	-4	-6	-1	2	2	-2	3
m5-HT2A agonist	7	8	-7	-5	4	-2	-8	-7
Exocytosis inh	1	0	0	-1	-3	0	-2	-4
hiPSC survival	-2.5	-0.1	-1.0	-3.5	-0.4	2.2	-2.0	-0.8
MC4R antag cAMP	13	14	-5	2	0	-2	-2	11
aDG glyco up	0.8	0.0	0.0	0.0	0.1	0.1	-0.1	0.1
ABCB6 inh 2	90	95	100	97	102	99	103	92
Cardio protect	-5	-20	-5	-4	-6	12	4	-1
N-glyco inh	-2	0	3	0	/	-2	1	1

Record cards, as listed above. Values in the order: MC4R ag barr, ABHD5-PLIN5 inh, m5-HT2A agonist, Exocytosis inh, hiPSC survival, MC4R antag cAMP, aDG glyco up, ABCB6 inh 2, Cardio protect, N-glyco inh
Cc1ccc(C(=O)NCCN(C)C)c(C)c1 reads -2.0, -1, -5, -1, -3.5, 2, 0.0, 97, -4, 0
CC(C(=O)NC1CCCC1)N(c1ccc(Oc2ccccc2)cc1)S(C)(=O)=O (stereo not drawn) reads 2.4, 2, 7, 1, -2.5, 13, 0.8, 90, -5, -2
COc1cccc(Nc2nnc(SCC3CCCCO3)s2)c1 (stereo not drawn) reads -2.2, -6, -7, 0, -1.0, -5, 0.0, 100, -5, 3

Next structures
#33 CC(C)c1c(O)nc(SCCOc2ccc(Cl)cc2)[nH]c1=O
#34 CCc1cc(Cn2nc(-c3ccccc3)cc2C(=O)NCc2cccc(Br)c2)on1
#35 Cc1cccc(OCCCC(=O)NNC(=O)c2ccc(F)cc2)c1
#36 COc1ccc(NC(=O)c2oc3ccccc3c2C)cn1
#37 O=C(OCC(=O)N1CCN(C(=O)c2ccco2)CC1)c1cc(-c2ccco2)nc2ccccc12
#38 O=C(NCCCN1CCOCC1)c1ccc(/C=C2\Oc3ccccc3N(Cc3ccccc3F)C2=O)cc1
#39 c1ccc(-c2cnnn2-c2ccccc2)cc1
#40 CS(=O)(=O)c1ccc(-c2nnc(NC(=O)C3=COCCO3)o2)cc1

Screen / compound no.	33	34	35	36	37	38	39	40
MC4R ag barr	1.3	6.0	-0.4	-1.5	1.4	8.9*	-0.5	-1.9
ABHD5-PLIN5 inh	-1	-10	-4	-1	24*	8	-5	-3
m5-HT2A agonist	-3	-4	2	2	3	4	2	0
Exocytosis inh	0	1	14	18	0	63*	0	-4
hiPSC survival	-0.3	6.5	-0.2	-0.2	-0.9	0.4	-0.7	0.6
MC4R antag cAMP	13	7	7	-6	-18	4	24	1
aDG glyco up	0.0	0.0	-0.3	0.2	-0.2	0.8	-0.1	-0.2
ABCB6 inh 2	95	92	94	92	106	100	101	94
Cardio protect	0	-4	-5	0	49*	26	0	6
N-glyco inh	-1	-6	0	1	-3	-1	-1	2

#41 Cc1ccc(N2C(=O)N(CC(=O)Nc3ccc(C)cc3[N+](=O)[O-])C(=O)C2C)cc1 (stereo not drawn)
#42 COc1ccc(N(CCC#N)S(=O)(=O)c2ccc(Cl)cc2)cc1
#43 N#CNC1=NCN(Cc2ccccc2)CN1
#44 COc1ccc([N+](=O)[O-])cc1NC(=O)COC(=O)Cc1cc(OC)c(OC)c(OC)c1
#45 Nc1ccc2oc(-c3ccc4nc[nH]c4c3)nc2c1
#46 CC(=O)c1cccc(NC(=O)CN2C=NS(=O)(=O)c3ccc(C)cc32)c1
#47 COc1cccc(CNC(=O)COc2cccc(-n3cnnn3)c2)c1
#48 Cc1c(Cl)cccc1Nc1nc(N)nc(CN2CCc3ccccc3C2)n1

Screen / compound no.	41	42	43	44	45	46	47	48
MC4R ag barr	-3.0	-1.9	-1.1	-0.3	-1.3	-3.3	-1.3	-0.4
ABHD5-PLIN5 inh	-2	1	-6	2	0	-3	-7	4
m5-HT2A agonist	-7	3	-2	-1	1	-3	-2	-6
Exocytosis inh	-1	-4	-1	-1	6	-2	-7	1
hiPSC survival	-0.3	2.0	1.2	-0.7	-4.1	0.2	-0.5	-3.6
MC4R antag cAMP	2	2	6	5	-1	5	-1	-4
aDG glyco up	-0.1	0.1	-0.1	-0.2	-0.1	-0.2	0.2	0.3
ABCB6 inh 2	103	104	98	102	93	100	94	89
Cardio protect	3	1	2	5	1	9	1	22
N-glyco inh	1	0	1	2	-8	0	-1	44*

#49 O=C(Cc1cccs1)NCc1ccccc1
#50 Cn1c(CNc2ccccc2)nc2ccccc21
#51 COc1ccc(CCNC(=O)NC(C(F)(F)F)C(F)(F)F)cc1OC
#52 Cc1cccc(N2CCN(Cc3ccc([N+](=O)[O-])o3)CC2)c1C

Screen / compound no.	49	50	51	52
MC4R ag barr	0.7	-0.9	-0.9	1.2
ABHD5-PLIN5 inh	2	-8	-8	2
m5-HT2A agonist	1	1	2	-4
Exocytosis inh	2	-2	1	0
hiPSC survival	1.0	-2.8	0.1	-0.9
MC4R antag cAMP	5	-1	3	0
aDG glyco up	0.2	-0.1	-0.1	-0.1
ABCB6 inh 2	106	107	93	102
Cardio protect	2	1	4	-5
N-glyco inh	0	1	0	-2

Source: PubChem BioAssay
